# Screens as filed in PubChem BioAssay.
# p53null 39C kill: p53 null cell cytotoxicity, nonpermissive temperature | H1299 p53-null (neo) cells, 39C, ATPlite viability, 24 h | Potency, µM (series often up to 46.1 µM), inactives show at the highest dose activity, negative = cell killing, hits mostly cytotoxic | actives 0.97% (n = 55,000) | AID 904;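 further: potency means the concentration at half of the fitted maximal effect; 0% = DMSO only and -100% = full killing by 100 µM tamoxifen; nearly all actives have a fitted effect of over 50% in size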
#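 Concentration-response (up to 46 uM) was run for 24 h at the nonpermissive 39C on H1299-p53A138V or H1299-neo cells. ATP content was measured with ATPlite luminescence. AC50 values were Hill-modeled after normalizing between DMSO and 100 uM tamoxifen killing.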
# GALK inh: inhibitors of human galactokinase (GALK). 44,000 tested, under 10 active. recombinant GALK, Kinase-Glo ATP luminescence, 1 h. Potency, µM (titrated, usually from 57.5 µM), for the others: top-dose activity, negative = inhibition, actives largely listed as inhibitors. P51570. AID 1347072;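 further: plate controls were full GALK reaction for no effect and reaction lacking GALK for full effect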
# Target sequence (P51570 whole entry, looked up): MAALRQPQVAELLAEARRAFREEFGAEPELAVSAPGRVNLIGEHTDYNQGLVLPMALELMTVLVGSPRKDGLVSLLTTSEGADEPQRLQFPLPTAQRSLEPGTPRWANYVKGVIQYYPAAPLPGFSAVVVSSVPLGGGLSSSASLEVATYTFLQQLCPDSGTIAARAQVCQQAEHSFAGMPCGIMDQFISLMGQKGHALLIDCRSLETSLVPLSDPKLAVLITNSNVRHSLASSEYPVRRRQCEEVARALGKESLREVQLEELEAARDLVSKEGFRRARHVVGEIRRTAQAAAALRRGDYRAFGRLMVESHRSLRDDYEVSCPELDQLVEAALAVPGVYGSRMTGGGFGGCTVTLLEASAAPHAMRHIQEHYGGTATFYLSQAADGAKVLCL
#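 5 nM GALK; 35 uM ATP; 100 uM D-galactose; 20 mM HEPES pH 8.0, 5 mM MgCl2, 60 mM NaCl, 1 mM DTT, 0.01% BSA; 1 h RT; Kinase-Glo Plus luminescence.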
# p53null 32C kill: selectivity test: cytotoxicity in p53 null cells, permissive temperature. actives 0.62% (n = 55,000). Potency, µM (highest dose often 46.1 µM), for the others: at the top dose activity change, negative = cytotoxicity, usual class: cytotoxic. H1299-neo p53 null cells, ATP luminescence, 24 h, 32C. AID 903;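 further: potency means the concentration at half of the fitted maximal effect; 0% = DMSO only and -100% = full killing by 100 µM tamoxifen; nearly all actives have a fitted effect of over 55% in size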
#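 H1299-neo (p53 null) cells, 600/well, treated 24 h at 32C with compound up to 46 uM; ATPlite luminescence viability, normalized to DMSO and 100 uM tamoxifen; AC50 by Hill fit.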
# FH mod: Identification of activators of human fumarate hydratase by quantitative high-throughput screening. Fumarate hydratase, mitochondrial (Homo sapiens), P07954. FH coupled MDH/diaphorase resazurin fluorescence, 15 min. Potency, µM (doses to about 79.9 µM), for inactives: at the top dose activity change, negative = inhibition, hits mostly inhibitors. actives 0.22% (n = 54,000). AID 1347055, 2019; further: potency means the concentration at half of the fitted maximal effect; on the % scale 0 is the no-effect control and ±100 the full control effect; the screen sought activators but most active calls are inhibition curves; nearly all actives have a fitted effect of over 45% in size
# Target sequence (P07954 whole entry, looked up): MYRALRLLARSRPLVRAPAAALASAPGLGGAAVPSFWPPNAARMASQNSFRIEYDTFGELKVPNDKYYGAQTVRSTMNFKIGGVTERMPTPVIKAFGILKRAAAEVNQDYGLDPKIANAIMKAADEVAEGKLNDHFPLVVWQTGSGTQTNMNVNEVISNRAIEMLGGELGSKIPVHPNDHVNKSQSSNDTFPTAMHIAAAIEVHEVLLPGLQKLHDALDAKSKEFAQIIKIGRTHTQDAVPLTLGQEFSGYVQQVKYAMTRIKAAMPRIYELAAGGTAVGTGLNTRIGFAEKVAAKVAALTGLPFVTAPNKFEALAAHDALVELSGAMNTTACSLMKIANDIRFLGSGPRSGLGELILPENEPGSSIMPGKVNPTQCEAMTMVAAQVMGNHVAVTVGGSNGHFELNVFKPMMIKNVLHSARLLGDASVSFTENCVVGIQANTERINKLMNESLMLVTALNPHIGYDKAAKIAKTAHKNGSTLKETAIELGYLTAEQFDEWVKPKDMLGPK
# B2AR arrestin ag: beta-arrestin recruitment by human beta2-adrenergic receptor ligands. P07550. HTLA Tango cells, beta-arrestin recruitment, luciferase luminescence, 18 h. Potency, µM (doses to about 46.1 µM), for the others: at the highest dose activation, actives largely listed as activators. 44,000 tested, under 10 active. AID 1347077;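 further: potency means the concentration at half of the fitted maximal effect; 0% = DMSO and full agonism = EC100 isoproterenol or metaproterenol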
#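 Tango cell line, 1% FBS DMEM; cpd titration up to 46 microM; 18 hr, 37 degrees C, 5% CO2. Luciferin/ATP substrate mix added, 15 min RT, luminescence. %Activity, CRC fitting, curve-class categorization.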
# NTMT1 inh: NTMT1 methyltransferase inhibition; actives 2.5% (n = 59,000); Q9BV86; Potency, µM (doses to about 114 µM), inactives show top-dose activity change, negative = inhibition, hits mostly inhibitors; NTMT1 MTase-Glo SAH luminescence, purified enzyme;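 further: potency means the concentration at half of the fitted maximal effect; plate controls were DMSO vehicle for no effect and no enzyme for full effect; nearly all actives have a fitted effect of over 65% in size; many of its hits are not listed in these tables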
# Target sequence (Q9BV86 whole entry, looked up): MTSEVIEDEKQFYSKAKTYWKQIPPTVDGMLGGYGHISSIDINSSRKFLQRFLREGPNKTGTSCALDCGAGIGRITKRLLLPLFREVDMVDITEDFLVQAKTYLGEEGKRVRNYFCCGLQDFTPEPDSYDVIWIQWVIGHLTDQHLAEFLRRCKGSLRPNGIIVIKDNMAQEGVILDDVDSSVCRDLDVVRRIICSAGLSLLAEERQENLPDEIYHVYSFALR
# TSG101-PTAP inh: TSG101-PTAP interaction inhibition, HIV-1 budding; Q99816; Fluorescence polarization, FITC-PTAP peptide/Tsg101, 20 min; Potency, µM (top dose mostly 115 µM), inactives show at the top dose activity change, negative = inhibition, most hits filed as inhibitors; 44,000 tested, under 10 active; further: potency means the concentration at half of the fitted maximal effect; 0% is about no effect
#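 Fluorescence polarization: Tsg101 binding domain (10 uM final) in 10 mM HEPES pH 7.5, 0.15 M NaCl, 0.01% Tween 20, 3 mM EDTA, 0.1 mM TCEP; compounds pinned; FITC-PTAP peptide 50 nM final; 20 min, r.t.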
# The depositor's hits bear a star; ? = inconclusive; . = not tested or not shown; [ ] = remark or other dose. The call rests on the fitted dose curve; in most records, active means well fitted curve in the direction sought with a large enough effect; inconclusive means small, poorly fitted or top-dose-only effect, or another doubt; inactive means no such curve, though single readings can be large; an effect the other way counts as inactive or inconclusive. Only part of the results is shown. The share of hits here may be higher or lower than overall.
1) CCN(CC)C(=O)C1=C(C)Nc2nc3ccccc3n2C1c1cccc(Cl)c1 (stereo unspecified)
2) O=C(NCCCN1CCN(c2ccc(F)cc2)CC1)c1sc2ncccc2c1-n1cccc1
3) CCC(=O)N1CCCc2cc(S(=O)(=O)N3CCC(C(=O)Nc4ccccc4CC)CC3)ccc21
4) O=C(NCc1ccc(F)cc1)C1CCCCN1S(=O)(=O)c1ccc(F)cc1 (stereo unspecified)
5) Cc1ccc(S(=O)(=O)Nc2ccc3nc(-c4cccc(Cl)c4)oc3c2)cc1
6) Cc1ccc2nc(-c3cccs3)c(Nc3c(C)cccc3C)n2c1
entry no.	1	2	3	4	5	6
p53null 39C kill	10%	-9%	12%	-11%	14%	47%[activator]
GALK inh	4%	-2%	1%	10%	0%	6%
p53null 32C kill	17%	-13%	-5%	-1%	-24%	21%
FH mod	-19%	-4%	-16%	.	?	?
B2AR arrestin ag	-2%	0%	0%	12%	-4%	1%
NTMT1 inh	-9%	-20%	0%	.	7%	0%
TSG101-PTAP inh	4%	2%	0%	1%	-4%	0%

7) Cc1cccc(NC(=O)c2sc3nc(-c4ccccc4)cn3c2C)c1C
8) CCCCN(CCCC)CCNC(=O)c1cc(=O)[nH]c2ccc(S(=O)(=O)N3CCCCCC3)cc12
9) CCc1cccc(NC(=O)c2cccc3c2C(=O)N(C2CCCCC2)C3)c1
10) Cc1nn(C)c2c1c(C(F)(F)F)cc(=O)n2C(C)C(=O)NCc1ccccc1Cl (stereo unspecified)
11) Cc1ccc(C)c(NC(=O)CSc2nnc(-c3cc4occc4n3C)n2-c2ccccc2C)c1
12) CCOC(=O)c1c(S(=O)(=O)NCC(=O)N2CCN(c3cccc(Cl)c3)CC2)c(C)n(C)c1C
entry no.	7	8	9	10	11	12
p53null 39C kill	-1%	-8%	4%	14%	-1%	3%
GALK inh	0%	0%	0%	1%	4%	0%
p53null 32C kill	-3%	1%	0%	-17%	9%	0%
FH mod	0%	-3%	-21%	0%	-27%	-5%
B2AR arrestin ag	0%	3%	0%	0%	1%	-3%
NTMT1 inh	-22%	9%	5%	3%	16%	?
TSG101-PTAP inh	3%	-4%	-6%	0%	-10%	1%

13) COc1ccc(CNC(=O)CCCn2nc(C)c3c(C)n(-c4ccc(C)cc4)nc3c2=O)cc1OC
14) CN(C)S(=O)(=O)c1ccc2c(c1)N(CC(=O)N1CCN(c3ccccc3F)CC1)CCS2
15) CCC(C)(C)NC(=O)C1CCN(S(=O)(=O)c2ccc3c(c2)CCCN3C(C)=O)CC1
16) Cc1ccc2c(c1)-c1onc(C(=O)N3CCN(c4cc(C)ccc4C)CC3)c1CO2
17) CC1CCCCN1CCCNC(=O)CN1C(=O)CSc2ccc(S(=O)(=O)N3CCOCC3)cc21 (stereo unspecified)
18) CSc1cccc(NC(=O)Cn2c(=O)n(Cc3ccccc3)c(=O)c3sc4ccccc4c32)c1
entry no.	13	14	15	16	17	18
p53null 39C kill	11%	-1%	22%	91%[activator]	-9%	-16%
GALK inh	1%	1%	-1%	2%	0%	9%
p53null 32C kill	10%	-1%	-1%	-15%	-6%	0%
FH mod	2%	-6%	1%	5%	1%	0%
B2AR arrestin ag	1%	3%	0%	0%	2%	1%
NTMT1 inh	13%	6%	-1%	-8%	-6%	2%
TSG101-PTAP inh	1%	-2%	-8%	-1%	-3%	0%

19) COC(=O)c1ccc2c(c1)N(Cc1ccc(F)cc1)C(=O)c1ccccc1S2
20) COc1cc(C(=O)N2CCc3c([nH]c4ccccc34)C2c2ccc(C)cc2)cc(OC)c1OC (stereo unspecified)
21) COc1ccc(NC(=O)CSc2nc(C)cc(C)c2C(=O)Nc2ccccc2OC)cc1
22) COc1cc(C2c3c(-c4ccccc4O)n[nH]c3C(=O)N2CCO)ccc1OCc1ccccc1 (stereo unspecified)
23) Cc1cc(C)c(NC(=O)CN2C(=O)c3cccnc3Oc3ccc(C)cc32)c(C)c1
24) Cc1ccc2cccc(NC(=O)c3ccc(-c4ccc(Br)cc4)o3)c2n1
entry no.	19	20	21	22	23	24
p53null 39C kill	10%	37%[activator]	-30%	?	-13%	-18%
GALK inh	-1%	2%	5%	9%	-3%	-1%
p53null 32C kill	19%	28%	-15%	18%	5%	1%[9.22 µM]
FH mod	-17%	?	-5%	6%	-1%	-4%
B2AR arrestin ag	-1%	0%	-2%	-1%	3%	0%
NTMT1 inh	10%	16%	-15%	10%	3%	1%
TSG101-PTAP inh	-1%	1%	0%	-6%	-2%	-9%

25) COc1cccc(NC(=O)C(=O)NCC(c2cccnc2)N2CCN(c3ccccc3)CC2)c1 (stereo unspecified)
26) COc1ccc(-c2noc(CSc3nnc(C)n3-c3ccc(OC)cc3)n2)cc1
27) COc1cc(NC(=O)N2CCC(CN3CCOCC3)CC2)cc(OC)c1OC
28) Cc1c(-c2nsc(NC(=O)c3cccs3)n2)nnn1-c1ccc(Br)cc1
29) CCc1ccccc1NC(=O)Cn1ccn(-c2cc(C)cc(C)c2)c(=O)c1=O
30) CC1=Nc2cc(C(=O)NC3CCCC3)ccc2Sc2ccc(Br)cc21
entry no.	25	26	27	28	29	30
p53null 39C kill	-7%	-17%	-5%	?	15%	16%
GALK inh	-1%	7%	-4%	0%	1%	0%
p53null 32C kill	5%	-10%	-9%	?	1%	17%
FH mod	-8%	-7%	-9%	-8%	-4%	-16%
B2AR arrestin ag	0%	-1%	0%	1%	0%	-1%
NTMT1 inh	-10%	-3%	-4%	?	-2%	10%
TSG101-PTAP inh	4%	-5%	1%	3%	-2%	-8%

31) CCOc1ccc(N(C(=O)c2ccccc2F)S(=O)(=O)c2ccc3c(c2)n(C)c(=O)n3C)cc1
32) Cc1ccc(CNC(=O)CCc2c(C)nn(-c3ccc(N4CCOCC4)nn3)c2C)cc1
33) CCn1c(=O)n(-c2ccc3c(c2)OCO3)c2nc(-c3cccc(OC)c3OC)nc(C(N)=O)c21
34) CCOC(=O)COc1ccc(CC)cc1C(=O)c1ccn2nc(-c3ccc(C)cc3)cc2n1
35) COc1ccc(N(C)C(=O)c2oc(=O)c3ccccc3c2-c2ccc(C)cc2)c(OC)c1
36) COc1ccc(OC)c(CCNC(=O)c2ccc(CS(=O)Cc3cccc(Cl)c3)o2)c1 (stereo unspecified)
entry no.	31	32	33	34	35	36
p53null 39C kill	-19%	-8%	-10%	.	-17%	-23%
GALK inh	3%	1%	9%	9%	0%	2%
p53null 32C kill	-10%	-8%	-5%	.	34%[activator]	3%
FH mod	3%	-29%	-6%	-27%	-21%	-11%
B2AR arrestin ag	-2%	7%	-1%	-2%	-1%	3%
NTMT1 inh	3%	8%	10%	0%	2%	-1%
TSG101-PTAP inh	-4%	4%	2%	5%	-5%	-5%

# Molecules from the list above with two or more sulfur atoms, in the order listed:
14) CN(C)S(=O)(=O)c1ccc2c(c1)N(CC(=O)N1CCN(c3ccccc3F)CC1)CCS2
17) CC1CCCCN1CCCNC(=O)CN1C(=O)CSc2ccc(S(=O)(=O)N3CCOCC3)cc21 (stereo unspecified)
18) CSc1cccc(NC(=O)Cn2c(=O)n(Cc3ccccc3)c(=O)c3sc4ccccc4c32)c1
28) Cc1c(-c2nsc(NC(=O)c3cccs3)n2)nnn1-c1ccc(Br)cc1
entry no.	14	17	18	28
p53null 39C kill	-1%	-9%	-16%	?
GALK inh	1%	0%	9%	0%
p53null 32C kill	-1%	-6%	0%	?
FH mod	-6%	1%	0%	-8%
B2AR arrestin ag	3%	2%	1%	1%
NTMT1 inh	6%	-6%	2%	?
TSG101-PTAP inh	-2%	-3%	0%	3%

# Following part.
37) Cc1cccc(N2CCN(S(=O)(=O)c3c(C)nc4scc(C)n4c3=O)CC2)c1C
38) CCc1ccc2oc(-c3ccc(C)c(NC(=O)c4ccc(C#N)cc4F)c3)nc2c1
39) CCc1ccc(NC(=O)CN2CCN(C3CCCCC3)C(=O)C2=O)cc1
40) COc1cc(C2N=C(N)Nc3nc4ccccc4n32)ccc1OCCC(C)C (stereo unspecified)
41) Cc1ccc(S(=O)(=O)C(CNC(=O)C(=O)NCCc2ccccc2)c2cccs2)cc1 (stereo unspecified)
42) CCCn1c(=O)c2c(nc3n2CCN3c2ccc(C)cc2)n(C)c1=O
entry no.	37	38	39	40	41	42
p53null 39C kill	22%	-20%	6%	.	11%	31%[activator]
GALK inh	0%	2%	3%	-1%	1%	?
p53null 32C kill	26%	-12%	9%	.	-6%	6%
FH mod	-15%	5%	23%	2%	-10%	14%
B2AR arrestin ag	1%	0%	1%	-2%	-3%	1%
NTMT1 inh	-1%	5%	0%	-6%	-6%	-2%
TSG101-PTAP inh	0%	-3%	-4%	3%	2%	0%

43) COc1ccc(NC(=O)CCCc2nnc3n(CCC(C)C)c(=O)c4sccc4n23)cc1Cl
44) COc1cc2ccccc2cc1C(=O)Nc1ccc2oc(-c3ccc(F)cc3)nc2c1
45) O=C(Cc1ccccc1)Nc1sc2c(c1C(=O)Nc1ccccc1)CCCCC2
46) O=C1CC(c2nc(-c3ccc(Cl)cc3)no2)CN1c1ccc2c(c1)OCCO2 (stereo unspecified)
47) O=C(NCCc1ccc(Cl)cc1)c1cccn1-c1nnc(N2CCCC2)s1
48) Cc1ccc(-c2nc(N3CCCC(C)C3)c3ccccc3n2)cc1 (stereo unspecified)
entry no.	43	44	45	46	47	48
p53null 39C kill	-25%	-8%	-18%	11%	-15%	2%
GALK inh	1%	0%	-4%	-2%	-1%	-13%
p53null 32C kill	16%	-5%	-7%	12%	-2%	-6%
FH mod	-17%	-20%	-7%	?	-20%	-15%
B2AR arrestin ag	0%	0%	1%	-1%	2%	1%
NTMT1 inh	-3%	8%	1%	-3%	-17%	-12%
TSG101-PTAP inh	2%	2%	-5%	-1%	-1%	1%

49) COc1cc(-c2nc3nc[nH]n3c2Nc2ccc(C(C)C)cc2)ccc1O
50) COc1cccc(Cn2cnc3c2c(=O)n(C)c(=O)n3C)c1
51) CCOC(=O)c1c(C)[nH]c(C)c1S(=O)(=O)N1CCC(C(=O)NCc2cccc(C)c2)CC1
52) CCN(CC)S(=O)(=O)c1ccc(N2CCCCS2(=O)=O)cc1
53) O=C1CS(=O)(=O)C2(C(=O)N(Cc3ccccc3)c3ccccc32)N1c1ccc(F)c(Cl)c1 (stereo unspecified)
54) Cc1ccc(C(=O)O)cc1NC(=O)c1nsc2ccccc12
55) COCCCNC(=O)CSc1c2c(nc3ccc(Cl)cc13)CCCC2
entry no.	49	50	51	52	53	54	55
p53null 39C kill	-7%	?	-16%	2%	29%	-25%	82%
GALK inh	5%	1%	-2%	0%	2%	-12%	?
p53null 32C kill	11%	-6%	-1%	-3%	8%	-6%	24%
FH mod	-32%	3%	7%	4%	-24%	?	-13%
B2AR arrestin ag	1%	0%	0%	0%	0%	-3%	1%
NTMT1 inh	45µM*	26%	17%	-3%	-4%	-3%	?
TSG101-PTAP inh	-7%	1%	-3%	-1%	5%	0%	-1%
